OXTR agonist – activates the human oxytocin receptor | P30559 | CHO-OTR cells, Fluo-8 calcium fluorescence; normalized: DMSO 0%, oxytocin 100% | activation, % at 3 µM | actives 0.32% (n = 320,000) | AID 2435;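 active = activation above the mean of all tested compounds plus 3 SD, cutoff set per screening run, cut at about 20% in these data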;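 note: peak over basal fluorescence ratio from a 100 s FLIPR kinetic read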
Target sequence (P30559 whole entry, looked up): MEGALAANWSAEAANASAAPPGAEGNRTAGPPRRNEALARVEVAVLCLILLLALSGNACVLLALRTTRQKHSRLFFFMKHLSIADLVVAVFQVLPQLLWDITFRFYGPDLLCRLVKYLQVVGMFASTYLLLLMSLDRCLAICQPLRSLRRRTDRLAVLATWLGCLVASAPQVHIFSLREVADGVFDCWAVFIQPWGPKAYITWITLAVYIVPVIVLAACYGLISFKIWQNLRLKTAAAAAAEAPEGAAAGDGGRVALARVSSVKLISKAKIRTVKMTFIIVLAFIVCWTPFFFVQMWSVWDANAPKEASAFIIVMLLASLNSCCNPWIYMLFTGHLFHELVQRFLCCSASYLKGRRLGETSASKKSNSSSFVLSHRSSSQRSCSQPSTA
OXTR potentiator – potentiates the human oxytocin receptor response | activation, % at 3 µM | actives 0.061% (n = 320,000) | CHO-OTR cells, Fluo-8 calcium fluorescence, potentiator mode; 0% = oxytocin EC15, 100% = EC100 | AID 2445;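 active = activation above that plate's cutoff, the mean activation of tested compounds plus 3 SD, cut at about 6.6% in these data, passing the limit was not always enough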;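 note: 100% uses oxytocin at 75 nM as the full agonist control; some results filed as inactive read as strong as hits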
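test system = CHO-OTR cells, human receptor | compound = single-point 3.0 µM | schedule = 6 min compound pre-incubation at room temperature, 100 s kinetic read | signal = Fluo-8 no-wash calcium dye fluorescence, excitation 470-495 nm, emission 515-575 nm | repeats = single well per compound, singlicate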
CHO parental Ca – signal in parental CHO cells, OX1R antagonist counter-screen | parental CHO-K1, ATP-induced calcium, Fluo-8 fluorescence | inhibition, % at 5.6 µM | actives 0.63% (n = 330,000) | AID 463079;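 active = inhibition above that plate's mean sample inhibition plus 3 SD, cut at about 26% in these data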;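 note: 0% = ATP-challenged DMSO wells and 100% = DMSO wells without ATP; some compounds past the cut are filed as inactive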
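Measured by: calcium-sensitive Fluo-8 fluorescence / Test system: CHO parental line / Controls: ATP-challenged DMSO wells low, unchallenged DMSO wells high / Measure: % inhibition / Compound: single nominal dose of 5.6 µM per compound / Replicates: single well per compound, no replicates / Reagent: ATP as calcium-mobilizing challenge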
M1 ag – human M1 muscarinic receptor agonism; P11229; CHO-K1 hM1, Fluo-8 calcium fluorescence, agonist mode; 0% DMSO, 100% acetylcholine EC100; activation, % at 3 µM; actives 0.33% (n = 360,000);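 active = activation above the run's mean compound activation plus 3 SD, cut at about 16% in these data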;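 note: peak over basal fluorescence ratio within a 140 s kinetic read after compound addition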
CHRM1 antagonist – antagonists of human M1 muscarinic receptor | inhibition, % at 3 µM | P11229 | actives 1.3% (n = 360,000) | CHO-K1 hM1, Fluo-8 calcium fluorescence, ACh EC80 antagonist;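 active = percent inhibition above its own plate's cutoff, namely the mean of that plate's compound wells plus 3 SD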;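 note: peak over basal fluorescence ratio during 140 s after agonist addition; 0% = ACh EC80 plus DMSO and 100% = DMSO alone without agonist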
TAAR1 agonist – human TAAR1 agonism | CHO RD-HGA16 TAAR1, Fluo-8 calcium fluorescence; vehicle wells 0%, saturating PEA agonist 100% | actives 0.99% (n = 360,000) | activation, % at 3 µM | Q96RJ0;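 active = activation above the mean activation of all test compounds in the run plus 3 SD, cut at about 38% in these data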
Target sequence (Q96RJ0 whole entry, looked up): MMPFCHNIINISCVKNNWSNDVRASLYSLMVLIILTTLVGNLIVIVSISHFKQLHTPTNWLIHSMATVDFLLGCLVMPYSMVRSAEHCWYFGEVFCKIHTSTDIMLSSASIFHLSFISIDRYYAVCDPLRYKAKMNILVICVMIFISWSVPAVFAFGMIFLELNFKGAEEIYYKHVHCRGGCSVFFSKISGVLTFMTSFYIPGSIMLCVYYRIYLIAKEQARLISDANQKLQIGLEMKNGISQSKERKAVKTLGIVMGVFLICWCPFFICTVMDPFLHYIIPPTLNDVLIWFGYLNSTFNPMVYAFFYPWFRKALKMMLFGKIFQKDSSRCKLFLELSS
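test system = CHO RD-HGA16 cells carrying human TAAR1 plus Gα16 | schedule = 17-24 h seeding, 75 min 37 °C dye, 30 min RT | compound dosing = 3 µM single concentration | control set = DMSO and PEA EC100 | replicates = n 1 | signal = Fluo-8 fluorescence, 5 s baseline then 140 s kinetic read | measure = percent activation vs PEA EC100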
TAAR1 antag – antagonists of human TAAR1; actives 1.5% (n = 360,000); Q96RJ0; inhibition, % at 3 µM; CHO RD-HGA16 TAAR1, Fluo-8 calcium fluorescence, antagonist; AID 624466;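 active = inhibition above a per-plate cutoff, the mean inhibition of test compounds on that plate plus 3 SD, cut at about 49% in these data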;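 note: 0% = DMSO plus EC80 beta-PEA response and 100% = DMSO alone without agonist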
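test system = CHO RD-HGA16 cells bearing hTAAR1 | replication = singlicate | controls = DMSO-only wells and EC80 β-PEA-stimulated wells | reagent = EC80 β-phenethylamine stimulus | read-out basis = percent inhibition of PEA-evoked calcium signal, max/basal emission ratio | schedule = seeding 17-24 h prior, 75-min 37 °C, 30-min RT dye loading | signal = kinetic Fluo-8 calcium fluorescence measurement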
V1aR counter – activates human V1a receptor in oxytocin agonist counter-screen | P37288 | CHO-V1R cells, Fluo-8 calcium fluorescence, agonist mode; 0% DMSO, 100% 3 nM vasopressin | activation, % at 3 µM | actives 0.25% (n = 320,000);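 active = activation above the mean activation of all tested compounds plus 3 SD, per screening run, cut at about 20% in these data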;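 note: signal is peak over basal fluorescence ratio across a 100 second FLIPR read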
M1 PAM – human CHRM1 positive allosteric modulation. P11229. CHO-K1 hM1, Fluo-8 calcium fluorescence, ACh EC20; 0% = ACh EC20, 100% = maximal ACh. actives 0.088% (n = 360,000). AID 588819. activation, % at 3 µM; in the data active = activation above about 19%, passing the limit was not always enough
Active calls of the source: *; / = not tested or not shown.

1: CN1CCCN(C(=O)c2cc(=O)[nH]c3ccccc23)c2nc3ccccc3nc21
2: O=C(CCS(=O)(=O)c1cccs1)N1CCCC1
3: O=S(=O)(c1ccc2c(c1)OCCO2)N1CCN(S(=O)(=O)c2ccco2)CC1
4: O=C(Nc1ccc(F)c(Cl)c1)c1ccc2sc([C@@H]3O[C@H](CO)[C@H](O)[C@H](O)[C@H]3O)nc2c1
5: Cc1ccc(S(=O)(=O)NC(=O)c2cc(C)n(C3CC3)c2C)cc1
6: COc1ccc(-n2c(Cc3cccn3C)nnc2SCC(=O)Nc2ccccc2F)cc1
7: CCOc1cc(S(=O)(=O)N(Cc2ccccc2)Cc2ccccc2)c(OCC)cc1-n1cnnn1
8: Cc1ccc2nc(/C(C#N)=C\c3cc(C)n(-c4cccc([N+](=O)[O-])c4)c3C)[nH]c2c1
9: COc1cc2oc3ccc(C#Cc4ccccn4)cc3c(=O)c2cc1OC
10: Cc1csc(NC(=O)CSC2=NS(=O)(=O)c3cc(F)ccc3N2)n1

Compound	1	2	3	4	5	6	7	8	9	10
OXTR agonist	-1.4	-0.3	-0.4	/	0.8	-0.8	/	-1.2	0.4	0.5
OXTR potentiator	-6	-10	-2	/	-1	-10	/	-4	-6	10
CHO parental Ca	-13	16	-15	/	-4	-11	/	2	-25	-10
M1 ag	-2	-3	-2	0	-3	-2	-6	-6	-1	0
CHRM1 antagonist	-9	-1	8	-14	2	-4	-5	4	-9	-6
TAAR1 agonist	4	8	6	1	7	-1	6	9	10	2
TAAR1 antag	-3	5	-3	-17	-18	-9	3	28	5	-15
V1aR counter	-1.1	-0.2	1.4	/	1.6	-0.4	/	-0.6	0.6	0.2
M1 PAM	5	4	-11	7	3	1	5	-8	2	8

The final four compounds of the section before lead into the next.
7: CCOc1cc(S(=O)(=O)N(Cc2ccccc2)Cc2ccccc2)c(OCC)cc1-n1cnnn1
8: Cc1ccc2nc(/C(C#N)=C\c3cc(C)n(-c4cccc([N+](=O)[O-])c4)c3C)[nH]c2c1
9: COc1cc2oc3ccc(C#Cc4ccccn4)cc3c(=O)c2cc1OC
10: Cc1csc(NC(=O)CSC2=NS(=O)(=O)c3cc(F)ccc3N2)n1
11: CCOc1ccc(/C(O)=C2/C(=O)C(=O)N(Cc3cccnc3)C2c2ccc(N(C)C)cc2)c(C)c1 (configuration not stated)
12: O=C(C[n+]1cccc(/C=N/O)c1)N1CCCc2ccccc21
13: COc1ccccc1CC(NC(C)=O)C(=O)NC1CCN(C(=O)c2ccc(C)cc2)CC1 (configuration not stated)
14: CCOC(=O)C1CCN(c2c(-c3ccccc3)c3cc(Cl)ccc3[nH]c2=O)CC1
15: COc1ccc(CN2C(=O)CCC2(C)c2nc3ccccc3[nH]2)cc1 (configuration not stated)
16: CC(=O)NC(CCS(C)(=O)=O)C(=O)Nc1ccccc1Cl (configuration not stated)
17: COc1cc(NS(=O)(=O)c2ccc(Cl)cc2)c(C(=O)O)cc1OC
18: COc1ccc(OC)c(N2CC(O)(c3cccs3)[N+]3=C2SCCC3)c1 (configuration not stated)
19: c1ccc(C2C/C(=N\N3CCOCC3)c3ccccc3O2)cc1 (configuration not stated)
20: O=C(CNC(c1ccccc1)c1ccccc1)Nc1cc([N+](=O)[O-])ccc1Cl

Compound	7	8	9	10	11	12	13	14	15	16	17	18	19	20
OXTR agonist	/	-1.2	0.4	0.5	-0.7	0.4	0.1	-0.1	/	0.1	0.7	0.0	-2.0	-1.7
OXTR potentiator	/	-4	-6	10	-6	-6	5	-4	/	1	1	-17	-6	-13
CHO parental Ca	/	2	-25	-10	-2	-5	-10	-4	/	-15	-1	-20	-7	-33
M1 ag	-6	-6	-1	0	-1	-10	-4	-4	-1	-2	-5	-6	-8	-5
CHRM1 antagonist	-5	4	-9	-6	-10	-6	-6	-3	-2	-34	0	6	-10	-2
TAAR1 agonist	6	9	10	2	1	5	3	5	2	3	4	0	7	0
TAAR1 antag	3	28	5	-15	-24	3	-2	-20	-5	-2	-1	-6	-20	-11
V1aR counter	/	-0.6	0.6	0.2	1.3	1.0	-0.1	-0.2	/	0.8	0.2	0.6	-0.9	-0.8
M1 PAM	5	-8	2	8	8	4	5	7	-4	10	-3	3	13	4

21: Cc1ccc(CNS(=O)(=O)c2ccc(-c3cnc(C4CC4)o3)cc2)cc1
22: COC(=O)c1cc(C)c(C)cc1NC1OC(CO)C(O)C1O (configuration not stated)
23: S=C1NCc2cncnc2N1
24: CCCn1nc(C(=O)Nc2ccc(-n3cnnn3)cc2)c2ccccc2c1=O
25: COc1ccccc1N(CC(O)Cn1nc(C)cc1C)S(=O)(=O)c1ccccc1 (configuration not stated)
26: Oc1ccc(N=Nc2ccc(Br)cc2)c(O)c1
27: COc1ccc(CCNC2CCc3ccccc3C2)cc1 (configuration not stated)
28: CC(C)c1ccc(NC(=O)N2CCc3ccccc3C2)cc1
29: FC(F)(F)c1cc(CCN2CCNC[C@@H]2c2ccccc2)cc(C(F)(F)F)c1
30: COc1ccccc1/C=C/C(=O)N1CCCC1

Compound	21	22	23	24	25	26	27	28	29	30
OXTR agonist	2.6	/	/	/	-1.6	1.1	0.0	-2.0	7.0	-2.1
OXTR potentiator	-11	/	/	/	-8	-19	-9	-4	-3	1
CHO parental Ca	-2	/	/	/	-12	5	-18	-14	-4	-10
M1 ag	-1	-2	0	-1	-11	-3	-8	-10	-4	-4
CHRM1 antagonist	6	-28	-5	-9	-3	-5	-3	-9	9	-3
TAAR1 agonist	-1	3	1	8	1	5	9	23	45*	-2
TAAR1 antag	-4	-34	0	22	-7	-8	-14	-1	27	-2
V1aR counter	3.7	/	/	/	-0.9	1.7	1.6	-0.2	5.3	-1.4
M1 PAM	-6	19	3	6	2	5	-1	11	-3	1

Part of the list above, limited to CHRM1 antagonist:
| item | SMILES | CHRM1 antagonist |
| --- | --- | --- |
| 28 | CC(C)c1ccc(NC(=O)N2CCc3ccccc3C2)cc1 | -9 |
| 23 | S=C1NCc2cncnc2N1 | -5 |

Continued.
31: CC1CN(C(=O)c2ccccc2)c2ccccc2NC1=O (configuration not stated)
32: O=C(Nc1cccc(Cl)c1)Nc1nc(-c2ccc(Cl)cc2)cs1
33: CC(NC(=O)CSc1ccccc1C(=O)O)C1CC2CCC1C2 (configuration not stated)
34: COc1cccc(OCCOc2c(OC)cccc2OC)c1
35: O=C(CCN1C(=O)c2ccccc2S1(=O)=O)Nc1ccc2c(c1)OCCO2
36: CCc1noc(C)c1C(=O)OCC(=O)NCCc1ccc(OC)cc1
37: Cc1ccc([C@H]2C[C@@H](O)[C@H](n3cc(-c4ccc(F)cc4)nn3)CN2C(=O)C2CCCCC2)cc1
38: O=C1C(=O)N(Cc2cccc([N+](=O)[O-])c2)c2ccccc21
39: Cc1onc(-c2c(F)cccc2Cl)c1C(=O)Nc1nnc(C(F)(F)F)s1
40: Cc1ccc(C)c(NC(=S)N(Cc2ccc(Cl)cc2)Cc2ccc(C(=O)O)cc2)c1

Compound	31	32	33	34	35	36	37	38	39	40
OXTR agonist	12	1.4	0.6	-2.5	3.7	/	/	0.9	19	-0.5
OXTR potentiator	-8	-23	-11	5	-13	/	/	-2	-15	-2
CHO parental Ca	0	19	8	-12	2	/	/	0	5	-12
M1 ag	-5	3	-2	3	2	0	-6	4	3	1
CHRM1 antagonist	-7	30*	5	-16	-1	-7	-16	1	5	3
TAAR1 agonist	0	17	11	15	10	-2	-1	-1	3	0
TAAR1 antag	4	18	-7	3	21	-27	-25	20	23	16
V1aR counter	0.5	3.8	0.8	-0.3	0.7	/	/	0.1	12	0.3
M1 PAM	7	-5	1	7	2	6	9	-1	-1	-2

41: O=c1c([N+](=O)[O-])cn(Cc2ccccc2)c(=O)n1Cc1ccccc1
42: COc1ccccc1CNC(=O)C1CCCN(S(=O)(=O)c2c(C)[nH]c(=O)[nH]c2=O)C1 (configuration not stated)
43: Cc1ccc(N(C(=O)c2snc(C(N)=O)c2N)C(C(=O)NCc2ccccc2)c2ccncc2)c(C)c1 (configuration not stated)
44: Cc1ccc(C(=O)NNC(=O)C2CCN(C(=O)OC(C)(C)C)CC2)cc1
45: O=C(NCCN1CCCCC1)Nc1ccccc1Cl
46: Cc1cccc(NC(=O)CCNC(=O)c2ccco2)c1
47: O=C1c2ccccc2C(=O)N1Cc1cccnc1
48: COc1ccc(-n2c(=S)[nH]c3cc(C(=O)Nc4ccc(F)cc4)ccc3c2=O)c(OC)c1
49: CCN(c1ccccc1)S(=O)(=O)c1ccc(C(=O)N2CCOCC2)cc1
50: NC1=NC[C@H](Cc2ccc(O)cc2)N1CCC12CC3CC(CC(C3)C1)C2
51: O=C(Nc1ccc(C(=O)Nc2ccccc2Cl)cc1)c1cccnc1
52: CCCN(CC1CCCO1)C(=O)CCc1nnc(CCc2ccc(OC)cc2)o1 (configuration not stated)
53: Cc1cc(/C=C/C(=O)O)c(C)n1-c1ccc(Cl)cc1

Compound	41	42	43	44	45	46	47	48	49	50	51	52	53
OXTR agonist	/	2.8	-0.1	0.7	0.7	-0.7	1.2	5.7	2.3	-0.6	/	0.4	0.5
OXTR potentiator	/	-9	-3	-4	-3	-9	1	-14	1	-5	/	-3	-7
CHO parental Ca	/	0	-24	-2	-7	0	-6	16	3	-2	/	-7	-1
M1 ag	-4	-3	-4	-1	-7	-1	-12	0	1	-9	2	-1	-9
CHRM1 antagonist	-1	-25	-5	-6	-30	-1	-10	1	-5	37*	-4	-2	-11
TAAR1 agonist	2	4	9	1	0	2	9	8	6	-1	18	-1	1
TAAR1 antag	-26	9	-7	-15	-12	1	-14	29	-18	2	19	-3	-6
V1aR counter	/	0.1	0.5	0.1	1.4	0.4	1.7	4.7	0.7	0.5	/	0.5	0.1
M1 PAM	-1	8	9	6	17	3	11	-2	4	-26	3	6	9

Screening results as filed in PubChem BioAssay.
